High-throughput results: PubChem, Sanford-Burnham Center for Chemical Genomics
EBI2 block: blocks human EBI2 receptor beta-arrestin signaling. inhibition, % at 5 µM. AID 651636. 360,000 tested, 0.81% active. P32249. EBI2 beta-arrestin recruitment, luminescence, 7a,25-OHC stimulated; in the data active means inhibition above about 38%;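 further: enzyme fragment complementation signal reports receptor beta-arrestin coupling in cells; 0% = agonist plus DMSO wells and 100% = wells without agonist; some results beyond the cut were filed as inactive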
ATG4B inh: blocks human ATG4B protease cleavage of LC3 substrate; 340,000 tested, 0.51% active; Q9Y4P1; AID 504462; ATG4B cleavage of LC3-PLA2, NBD-HPC fluorescence, 1 h; inhibition, % at 8.33 µM; in the data active means inhibition above about 40%
UBC13 polyUb: inhibitors of human UBC13 polyubiquitin chain formation; P61088; TR-FRET; inhibition, % at 20 µM; 330,000 tested, 0.47% active; in the data active means inhibition above about 45%, passing the limit was not always enough
Target sequence (P61088 whole entry, looked up): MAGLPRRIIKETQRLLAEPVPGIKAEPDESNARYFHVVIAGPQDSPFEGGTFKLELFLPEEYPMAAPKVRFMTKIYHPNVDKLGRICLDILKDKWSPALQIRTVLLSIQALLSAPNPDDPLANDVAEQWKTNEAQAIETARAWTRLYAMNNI
APJ agonist: agonists of human APJ apelin receptor. CHO-K1 APJ PathHunter beta-arrestin, luminescence; 0% DMSO wells, 100% apelin. activation, % at 20 µM. 330,000 tested, 0.11% active;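 active means activation more than six SD over the plate average, tested at 20 µM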;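 further: 0% = DMSO alone and 100% = apelin-13 at 10 nM; some results filed as inactive read as strong as hits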
Target sequence (P35414 whole entry, looked up): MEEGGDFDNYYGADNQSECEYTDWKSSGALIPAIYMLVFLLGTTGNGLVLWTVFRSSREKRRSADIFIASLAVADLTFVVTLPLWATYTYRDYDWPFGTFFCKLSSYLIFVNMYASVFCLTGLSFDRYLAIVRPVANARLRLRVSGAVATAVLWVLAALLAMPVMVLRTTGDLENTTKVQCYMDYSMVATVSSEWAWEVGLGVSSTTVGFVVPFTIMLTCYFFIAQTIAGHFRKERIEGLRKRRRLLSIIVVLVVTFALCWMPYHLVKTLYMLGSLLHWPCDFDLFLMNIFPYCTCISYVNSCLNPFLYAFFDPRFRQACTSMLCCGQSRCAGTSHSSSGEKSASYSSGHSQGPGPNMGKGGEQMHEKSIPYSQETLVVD
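Assay system – PathHunter CHO-K1 APJ (AGTRL-1) beta-arrestin reporter cells · Compound – one dose, 20 µM compound, 1% DMSO · Timing – compound 90 min 25 °C, reagent 1 h · Measured by – luminescence from split beta-galactosidase complementation, Galacton Star/Emerald II substrate · Measure – beta-arrestin recruitment to APJ as agonist activity, luminescent signal · Benchmarks – DMSO vs Apelin-13 10 nM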
CCR6 antagonist: CCR6 (human) receptor antagonism; CHO-K1 CCR6 PathHunter beta-arrestin, luminescence, CCL20-stimulated; inhibition, % at 20 µM; 340,000 tested, 0.49% active;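 active means compounds whose inhibition of the agonist-driven luminescence signal at 20 µM reaches about 50%, limit read from the data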;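 further: cells stimulated with CCL20 at 14 nM final; plate controls were DMSO with CCL20 for no effect and DMSO without agonist for full effect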
Target sequence (P51684 whole entry, looked up): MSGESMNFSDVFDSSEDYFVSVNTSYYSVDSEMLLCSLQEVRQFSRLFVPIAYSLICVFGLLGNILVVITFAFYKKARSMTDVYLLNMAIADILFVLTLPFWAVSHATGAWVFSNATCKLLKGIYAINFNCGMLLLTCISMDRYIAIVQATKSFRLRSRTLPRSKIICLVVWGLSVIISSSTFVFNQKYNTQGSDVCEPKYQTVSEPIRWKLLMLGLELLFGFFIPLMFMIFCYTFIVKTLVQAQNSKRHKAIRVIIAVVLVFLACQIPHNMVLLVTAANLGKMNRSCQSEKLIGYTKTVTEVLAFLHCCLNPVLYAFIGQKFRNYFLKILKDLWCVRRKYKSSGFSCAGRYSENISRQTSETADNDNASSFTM
Gli-Sufu antag: blocks Gli-Sufu signaling in a luciferase reporter | Sufu-KO-LIGHT fibroblasts, Gli luciferase reporter luminescence | inhibition, % at 5 µM | 340,000 tested, 0.74% active;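 active means inhibition above about 55%, limit read from the data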;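 further: 0% = DMSO-treated cells and 100% = wells with medium but no cells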
CXCR6 block: CXCR6 (human) receptor inhibition; AID 602244; CHO-K1 PathHunter CXCR6 beta-arrestin, luminescence; 360,000 tested, 0.36% active; O00574; inhibition, % at 20 µM; in the data active means inhibition above about 34%, passing the limit was not always enough;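 further: antagonist mode with CXCL16 agonist at 10 nM final; 0% = 10 nM CXCL16 with DMSO and 100% = unstimulated wells without agonist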
APJ antagonist: blocks the human apelin receptor APJ; P35414; CHO-K1 APJ beta-arrestin complementation, luminescence; inhibition, % at 20 µM; 330,000 tested, 0.32% active; AID 2521;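 active means inhibition above about 40% at 20 µM, limit read from the data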;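 further: cells challenged with 10 nM apelin-13 agonist together with compound; plate controls were apelin-13 plus DMSO wells for no effect and DMSO wells lacking apelin-13 for full effect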
* marks the source's active call; other numbers are inactive results; / = no result given.

SMILES	EBI2 block	ATG4B inh	UBC13 polyUb	APJ agonist	CCR6 antagonist	Gli-Sufu antag	CXCR6 block	APJ antagonist
O=S(=O)(c1ccc(NC(=S)NCc2ccco2)cc1)N1CCCC1	-15.8	5.8	-1.0	-1.5	19.6	2.7	-3.0	-5.8
CCCN1CCN(CCCNC(=O)C(CC)n2nc(C)n3c(cc4occc43)c2=O)CC1 (stereo not drawn)	-0.1	-2.0	2.9	-1.2	-13.9	2.6	-3.1	-16.0
Cn1ccc(C(=O)OCC(=O)Nc2cccc(Cl)c2)n1	-0.4	4.7	7.8	-2.5	-1.6	7.8	13.3	-13.8
CCOc1c(OC)cc(C2C(C#N)=C(N)Oc3n[nH]c(-c4ccncc4)c32)cc1OC (stereo not drawn)	-3.4	-4.4	-8.8	0.4	11.6	4.2	-8.1	15.0
CCCCNC(=O)COC(=O)c1c2c(nc3ccccc13)/C(=C\c1cccs1)CC2	3.0	-7.3	/	/	1.1	13.8	-3.0	/
O=C1C(=O)N(Cc2cccc([N+](=O)[O-])c2)c2ccccc21	-3.2	1.3	7.4	-4.5	11.3	-2.2	9.2	16.8
Cc1ccccc1CSc1nnc(-c2ccccn2)n1C	6.4	-3.9	1.1	1.9	9.8	-15.1	-0.8	17.5
CC(C)(C)c1ccc(C(=O)O)c(C(=O)c2ccccc2)c1	-4.5	5.4	-15.7	-2.5	10.3	-6.0	-5.5	17.9
O=C(NC(=S)NNC(=O)c1cccs1)c1ccccc1	-10.9	-5.3	-16.7	-4.1	17.7	-14.4	2.6	-18.0
CCN(CC)S(=O)(=O)c1cc(C(=O)OCC(=O)c2ccc3c(c2)NC(=O)CO3)ccc1Cl	3.5	-17.6	7.5	2.5	-6.3	-0.4	-10.2	-11.8
CCOC(=O)c1cc(-c2ccccc2)sc1NC(=O)CCN1C(=O)c2ccccc2C1=O	16.7	13.9	-3.9	1.0	-3.1	3.0	9.1	2.2
O=S(=O)(NCc1csc(-c2cccnc2)n1)c1ccc(Cl)s1	-3.9	-2.6	4.0	-4.4	18.8	6.0	-0.8	9.5
CCOc1ccc(N(C)S(=O)(=O)c2cc(-c3cc(C)no3)ccc2C(C)C)cc1	24.1	4.8	-10.3	-4.9	26.8	33.2	3.3	-2.7
COc1ccccc1C1CC(=O)Oc2cc(C)cc(C)c21 (stereo not drawn)	0.3	0.8	/	/	24.1	2.5	1.7	/
O=C(CNC(=O)c1ccc(Cl)cc1)NC(CO)c1ccccc1 (stereo not drawn)	6.6	-4.5	-2.5	0.0	1.5	-19.6	-1.8	7.3
O=C(CCS(=O)(=O)c1ccc(Cl)cc1)N1CCCc2ccccc21	-1.9	-0.8	0.2	-2.9	-0.9	3.8	5.3	-5.1
CC1CCCN(C(=O)CN2C(=O)c3ccccc3S2(=O)=O)C1 (stereo not drawn)	6.2	-11.7	-8.0	4.1	-17.8	6.8	-8.2	-2.6
Cc1cccc(C)c1NC(=O)CCCN1CC(C)OC(C)C1 (stereo not drawn)	-11.9	-11.3	-7.2	1.5	-5.6	-6.5	2.3	3.0
CC(C)(C)c1cc(OC(=O)c2ccccc2F)ccc1O	-8.3	-2.4	9.1	0.6	0.1	7.2	-6.7	-6.9
COc1ccc(NC(=O)CCSc2ccc(C)cc2)cc1	-14.6	0.4	2.4	1.9	0.1	-0.6	-0.9	13.7
Cc1cccc(C)c1NC(=O)CN1CCN(C(=O)CN2C(=O)NC3(CCCCC3C)C2=O)CC1 (stereo not drawn)	0.6	-3.0	-6.2	-1.1	1.6	-8.6	-9.4	-0.2
Cc1ccc(C(=O)OCC(=O)Nc2ccc3[nH]c(=O)[nH]c3c2)cc1S(=O)(=O)N1CCOCC1	5.7	-11.2	-4.7	3.5	10.2	-5.0	11.8	0.9
CC(=O)N1CCN(C(=O)c2ccc(-c3cccc(C(F)(F)F)c3)o2)CC1	-9.3	-3.2	-0.3	3.2	10.3	-1.3	-10.1	16.4
COc1ccc(C(C)=NNC(=O)c2cccc(S(=O)(=O)N3CCCC3)c2)cc1	-3.1	-1.7	-9.7	-2.6	-7.5	0.6	0.6	2.7
CCN(CC)c1ccc(NC(=O)Cn2nnc(-c3cccc(OC)c3OC)n2)c(C)c1	-4.4	-13.4	-1.1	1.7	-0.9	-2.1	-4.2	-26.4
CCc1nc2ccccc2n1CCC(=O)O	-1.0	3.8	-2.4	1.2	2.1	3.0	-13.4	-1.4
CC(Sc1nnc(-c2ccccc2)c(-c2ccccc2)n1)C(=O)Nc1ncc(Cl)cc1Cl (stereo not drawn)	13.6	-4.0	-1.7	-3.8	14.6	37.4	0.4	18.5
C=C(C)C(=O)Nc1cccc(C2=NOC3(C2)C[C@@H](C(N)=O)N(C(=O)C2(C)CC2)C3)c1 (stereo partly drawn)	2.4	2.3	-133.6	3.0	6.0	-6.2	-10.4	12.6
COc1ccc(/C=N\NC(=O)c2ccccc2Br)cc1COc1ccc(F)cc1	14.3	3.8	-7.7	2.5	16.7	-6.4	0.9	-0.5
O=C(CSc1ccccc1)NC1CCCCCCC1	-0.3	-0.6	4.4	-5.7	6.7	18.6	3.4	10.4
COc1ccc(C2CC(=O)OC3=C2C(=O)CC(C)(C)C3)c(OC)c1 (stereo not drawn)	2.4	-5.4	0.3	-1.9	-4.9	33.3	1.6	-19.3
CCn1c2ccccc2c2nc3cc(S(=O)(=O)N4CCOCC4)ccc3nc21	8.4	4.4	/	/	45.7	17.5	6.3	/
O=c1ccc2cc(S(=O)(=O)Nc3ccc(Br)cc3)ccc2o1	-5.0	-5.4	-4.3	-1.4	8.4	-0.3	0.1	-3.2
O=C(NCc1ccco1)C(=S)N1CCCC1	-0.9	15.7	-10.2	-4.6	-3.2	-1.6	-2.2	-1.1
COc1ccc(C(=O)Nc2cnc(NC(=O)c3cccs3)cc2C)cc1	-3.9	4.2	2.0	0.4	11.1	-54.1	-7.6	-1.7
Cc1c(Nc2scc(-c3ccccc3)[n+]2-c2ccccc2)c(=O)n(-c2ccccc2)n1C	17.0	-2.2	-1.6	-1.7	17.8	40.7	12.2	1.7
CSc1ncccc1C(=O)Nc1nc(C(C)(C)C)cs1	4.2	10.3	1.2	-1.2	11.0	-22.1	-4.8	15.6
CCOc1ccc(OCC)c(NC(=O)c2nnn(CC(=O)Nc3cc(C)cc(C)c3)c2N)c1	13.9	-1.8	-8.9	0.1	10.1	0.0	10.0	0.5
COc1ccc(Cl)cc1C(=O)NNC(=O)c1cc2ccccc2o1	5.6	9.7	-9.3	-3.7	26.2	7.3	12.2	-6.9
O=C(NCc1ccccc1Cl)C1CCCN(S(=O)(=O)c2cccc3nsnc23)C1 (stereo not drawn)	5.9	-12.6	-3.6	-2.7	11.5	-3.5	0.8	9.0
C=CCc1ccc(OCC(O)CO)c(OC)c1 (stereo not drawn)	-13.7	5.0	5.1	0.9	4.5	-3.0	-1.3	-1.2
CC(C)(C)C(=O)OCCNc1nc(-c2ccccc2)nc2ccccc12	-26.6	53.5*	17.0	0.5	5.5	8.6	-22.9	-1.9
CSCCC(NS(=O)(=O)c1ccc(Cl)cc1)C(=O)O (stereo not drawn)	-19.3	-6.0	-8.9	-1.2	-5.8	8.4	5.9	26.6
NC(=O)CC(NC(=O)Cc1ccc(Br)cc1)c1ccc(NCc2ccc(F)cc2)c([N+](=O)[O-])c1 (stereo not drawn)	-0.1	-12.4	-31.2	-1.9	30.1	13.4	14.2	24.1
O=C(N=C1c2ccccc2CN1c1ccccc1)c1cccc([N+](=O)[O-])c1	-4.5	0.0	-1.9	-3.3	-14.0	9.7	8.8	7.5
Cc1cc(-c2ccccc2)cc(C)n1	-5.9	0.6	/	/	7.2	6.9	-2.7	/
Cc1cc(NC(=O)c2ccccc2)c(Cl)cc1N	-10.8	8.2	1.1	-2.3	-4.4	26.8	-1.2	-29.0
CCOC(=O)CSC1=C(C#N)C(c2ccccc2OCC)C(C(=O)OCC)C(=O)N1 (stereo not drawn)	0.0	-10.0	-3.5	0.2	14.6	1.1	4.4	-10.5

At a glance, part of the list above.
SMILES	EBI2 block	ATG4B inh	UBC13 polyUb	APJ agonist	CCR6 antagonist	Gli-Sufu antag	CXCR6 block	APJ antagonist
CSc1ncccc1C(=O)Nc1nc(C(C)(C)C)cs1	4.2	10.3	1.2	-1.2	11.0	-22.1	-4.8	15.6
CCOc1ccc(OCC)c(NC(=O)c2nnn(CC(=O)Nc3cc(C)cc(C)c3)c2N)c1	13.9	-1.8	-8.9	0.1	10.1	0.0	10.0	0.5
COc1ccc(Cl)cc1C(=O)NNC(=O)c1cc2ccccc2o1	5.6	9.7	-9.3	-3.7	26.2	7.3	12.2	-6.9
O=C(NCc1ccccc1Cl)C1CCCN(S(=O)(=O)c2cccc3nsnc23)C1 (stereo not drawn)	5.9	-12.6	-3.6	-2.7	11.5	-3.5	0.8	9.0
C=CCc1ccc(OCC(O)CO)c(OC)c1 (stereo not drawn)	-13.7	5.0	5.1	0.9	4.5	-3.0	-1.3	-1.2

The list continues:
SMILES	EBI2 block	ATG4B inh	UBC13 polyUb	APJ agonist	CCR6 antagonist	Gli-Sufu antag	CXCR6 block	APJ antagonist
O=C(O)c1cc(S(=O)(=O)Nc2ccccc2C(=O)O)ccc1O	-18.7	-0.6	-2.5	-4.0	15.2	-2.5	3.8	23.2
CCCn1c2c(c(O)c(C(=O)Nc3ncccc3C)c1=O)CCCC2	1.8	-7.8	11.0	-1.5	-1.9	7.5	10.9	-10.6
Cc1ccc(-c2[nH]nc3c2C(c2ccoc2)C(C#N)=C(N)O3)cc1C (stereo not drawn)	-1.9	-4.2	-25.6	-6.0	27.7	-2.1	-2.4	14.0
CCN(C(=O)Cn1c(=O)oc2cc(S(=O)(=O)N3CCOCC3)ccc21)c1ccccc1	4.6	-7.3	19.3	-6.5	-2.0	0.8	3.2	14.4
COc1ccc(C(C(=O)NC(C)(C)C)N(CCc2ccc(OC)c(OC)c2)C(=O)CCC(=O)Nc2cc(C)on2)cc1 (stereo not drawn)	-8.7	-12.8	2.7	0.2	19.0	14.2	0.6	6.1
CC(C)[C@H](Nc1ccc(S(=O)(=O)N2CCOCC2)cc1[N+](=O)[O-])C(=O)OCC(N)=O	-13.2	-5.6	-0.2	0.4	1.8	1.5	-1.3	-3.7
NNC(=O)CCN1CCN(C(c2ccccc2)c2ccccc2)CC1	3.1	2.7	-0.9	-2.9	6.6	-5.2	4.6	9.2
Cc1ccc(NC(=O)c2ccc(Cl)c(S(=O)(=O)Nc3c(C)n(C)n(-c4ccccc4)c3=O)c2)cc1Cl	18.0	-4.6	-19.0	-11.6	4.7	-0.4	8.8	-25.8
O=C(NCCc1csc(-c2ccc(Cl)cc2)n1)c1ccco1	4.9	1.9	-1.5	-1.4	-6.5	-15.4	-0.5	-20.3
Oc1ccc2ccccc2c1C=NNc1ccccn1	-2.3	2.8	/	/	-5.2	25.4	-4.9	/
CC1CCN(C(=O)CSc2nnc(CNC(=O)c3c(F)cccc3F)o2)CC1	0.6	-7.8	0.5	1.4	6.4	-7.9	6.8	7.7
Cc1cc(N)ccc1NC(=O)CN1CCOCC1	6.6	-0.8	-1.7	-0.7	10.2	-4.2	-8.9	-24.5
O=C(CC1CC2CCC1C2)N1CCN(S(=O)(=O)c2ccccc2C(F)(F)F)CC1 (stereo not drawn)	1.9	-8.8	10.2	-2.2	3.5	3.1	0.1	-2.5
Cc1cccn2c(=O)c(C(=O)NCCCN3CCCCC3C)c(O)nc12 (stereo not drawn)	-5.0	-4.3	10.5	-5.9	8.1	5.0	-4.4	-27.4
Oc1ccc(/C=N/Nc2cc(N3CCCC3)nc(N3CCCC3)n2)cc1O	-4.0	-4.1	3.0	1.3	6.8	11.8	6.5	-17.1
COc1ccc(NC(=O)CN(C)C(=O)c2csc3c2CCCC3)cc1	-0.2	3.6	0.8	-2.7	7.8	-13.5	-9.3	12.3
